Screening results deposited in PubChem by several laboratories.
GPR55 beta-arrestin = GPR55 agonists via beta-arrestin recruitment, primary screen, imaging, U2OS cells, beta-arrestin-GFP redistribution (AID 1961) | activation, % at 10 µM; hits with a dose series show EC50 in µM | 0.048% of 290,000 active | U2OS GPR55 beta-arrestin-GFP redistribution imaging; higher % means a stronger effect | G-protein coupled receptor 55 (Homo sapiens);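 active means activation above 40% with more than 50 cells counted in the well; inconclusive means wells holding fewer than 50 cells, flagged as toxic or sparse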;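 further: U2OS osteosarcoma cells stably expressing GPR55 and beta-arrestin-GFP; plate controls were DMSO negative control for no effect and LPI positive control for full effect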
NTR1 ag = agonists of NTR1, primary screen, imaging, U2OS cells, beta-arrestin-GFP, high content (AID 493036). NTR1-U2OS beta-arrestin-GFP spot imaging, agonist mode. activation, % at 20 µM. 0.17% of 330,000 active;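 active means activation at or above 40% of the spot to cytoplasm intensity ratio, with at least 20 cells analyzed; inconclusive means wells under 20 cells, flagged as cytotoxic or low count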;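 further: 0% = DMSO without peptide and 100% = 100 nM NTR1 peptide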
Target sequence (P30989 whole entry, looked up): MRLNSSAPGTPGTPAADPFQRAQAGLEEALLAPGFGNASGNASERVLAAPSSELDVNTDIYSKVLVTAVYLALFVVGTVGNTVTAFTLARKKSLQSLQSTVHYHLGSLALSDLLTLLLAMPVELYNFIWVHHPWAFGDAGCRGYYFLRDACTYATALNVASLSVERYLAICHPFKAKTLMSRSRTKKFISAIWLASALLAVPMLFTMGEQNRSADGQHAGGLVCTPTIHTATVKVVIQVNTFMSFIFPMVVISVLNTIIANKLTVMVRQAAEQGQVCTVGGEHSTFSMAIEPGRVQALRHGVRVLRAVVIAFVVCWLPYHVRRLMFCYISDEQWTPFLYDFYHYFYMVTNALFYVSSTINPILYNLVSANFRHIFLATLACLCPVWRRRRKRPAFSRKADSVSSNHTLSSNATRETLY
Myeloid diff 2 = induction of myeloid progenitor differentiation, primary screen, cell-based, flow cytometry, MLPCN library | calls only at 10 µM | ER-HoxA9 myeloid progenitors, lysozyme-GFP differentiation | 1% of 360,000 active;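 active means normalized GFP-positive differentiation at or above the plate's own cutoff, the solvent-only control mean plus 3 SD; inconclusive means no clear call, values can overlap the other calls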;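 further: cells exposed to compound for four days before flow analysis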
T cell HTS = modulators of CD8 T cell-vesicle binding, primary screen, mouse 2C CD8+ T cells, flow cytometry. 2C CD8+ T cell-vesicle binding; active compounds read low. calls only at 7 µM. 0.068% of 330,000 active;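 active means response, share of CD8 T cells binding vesicles, and their 90th percentile fluorescence all below set limits, cut at about 80% in these data, passing the limit was not always enough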
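Material: 2C TCR transgenic mouse naive CD8+ T cells, MACS-purified. Also added: QL9-charged Drosophila Ld/ICAM-1/B7-1 vesicles. Timing: binding 1.5 h at 37 °C. Measured by: high-throughput flow cytometry with anti-B7-1 and anti-CD8 staining. Read-out: percent CD8+ FL2 mean versus row control. Controls: Unloaded micro-vesicles (low), QL9 vesicles with 0.7% DMSO (high).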
KOR beta-arrestin-1 = KOR agonists, beta-arrestin recruitment, primary screen, cell-based, luminescence, uHTS (AID 1777); activation, % at 10 µM, or EC50 in µM where a hit was titrated; 0.02% of 280,000 active; KOR beta-arrestin recruitment, luminescence; higher % means a stronger effect; in the data active means activation above about 50%, passing the limit was not always enough; further: a part of the inactive calls stands beside numbers as strong as those of hits
NOD1 inhibition = NOD1 signaling inhibitors, primary screen, cell-based, luminescence, uHTS (AID 1578); 1% of 290,000 active; one-dose inhibition, % at 4 µM; EC50 in µM for titrated hits; NOD1-driven NF-kB luciferase reporter cells, luminescence; higher % means a stronger effect; in the data active means inhibition mostly above about 36%, no sharp cut-off; inactive means mostly below about 34%;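 further: HEK-293T reporter cells stimulated with the NOD1 agonist gamma-tri-DAP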
GPR55 LPI antagonism = GPR55 antagonists blocking LPI-driven arrestin recruitment, primary screen, imaging, U2OS, beta-arrestin-GFP, LPI agonist (AID 2013); U2OS GPR55 beta-arrestin-GFP translocation imaging, LPI antagonism; higher % means a stronger effect; inhibition, % at 10 µM, or IC50 in µM where a hit was titrated; 0.13% of 290,000 active;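 active means spots per cell inhibited over 60%, with over 100 cells counted and total cytoplasm intensity under 500,000; inconclusive means wells with under 100 cells, flagged as likely toxic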;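 further: U2OS cells stably carrying GPR55 and arrestin-GFP stimulated by 5 µM LPI near EC80; imaged beta-arrestin-GFP aggregate spots per cell after agonist stimulation; plate controls were LPI-stimulated DMSO wells for no effect and DMSO wells without LPI for full effect; some results filed as inactive read as strong as hits; confirmed hits need IC50 under 10 µM and bright autofluorescent wells are also inconclusive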
KOR beta-arrestin-2 = KOR antagonists, beta-arrestin recruitment, cell-based, luminescence, uHTS (AID 1778) | 0.091% of 290,000 active | Kappa-type opioid receptor (Homo sapiens) | inhibition, % at 10 µM, or IC50 in µM where a hit was titrated | KOR beta-arrestin recruitment, luminescence, antagonist mode; higher % means a stronger effect; further: strong numbers were not always called active
HEK293 NOD2/NF-kB = NOD2 signaling inhibitors, cell-based, luminescence, uHTS, HEK293 (AID 1566); 0.63% of 290,000 active; inhibition, % at 4 µM, or EC50 in µM where a hit was titrated; HEK293 NOD2/NF-kB luciferase reporter, luminescence; higher % means a stronger effect; further: many of its hits are not listed in these tables
T cell HTS vesicle-bound % = also measured in T cell HTS; calls as there; double positive events, %; measured here: CD8+ vesicle-bound cell fraction;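 binding gate set so that unloaded-vesicle control wells show 10% double positive cells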
NTR1 ag cell count 20 µM = also measured in NTR1 ag; calls as there; cell count; measured here: cell count, cytotoxicity flag
Myeloid diff 2 GFP+ MAC1+ % = recorded beside Myeloid diff 2, whose call it bears; GFP+ MAC1+ double positive, %; measured here: differentiation confirmed by MAC1 staining
Starred values were filed as active, the others as inactive; i = inactive; ? = inconclusive; nt = not tested or not shown; + = active, no number; & = joins results of further samples; ! = not active in a repeat; [ ] = dose if it differs, or a comment. Unless noted, no stated cut-off is given here; in the data, active means inhibition above about 50%; inactive means the rest. Not all compounds are listed (hit frequency here may not be typical).

| mol | KOR beta-arrestin-2 | T cell HTS | NTR1 ag cell count 20 µM | Myeloid diff 2 GFP+ MAC1+ % | Myeloid diff 2 | GPR55 beta-arrestin | NTR1 ag | KOR beta-arrestin-1 | GPR55 LPI antagonism | NOD1 inhibition | T cell HTS vesicle-bound % | HEK293 NOD2/NF-kB |
| --- | --- | --- | --- | --- | --- | --- | --- | --- | --- | --- | --- | --- |
| COc1cccc(CNC(=O)CSc2ccc(-c3ccncc3)nn2)c1 | -2.3% | i | 68 | nt | nt | -0.2% | 0.5 | -2.2% | 19.5% | -6.5% | 57.4 | 6.6% |
| COc1cccc(C2=NOC(C(=O)Nc3cccnc3)C2)c1 (configuration not stated) | -18.4% | i | 56 | 4.1 | i | 0.3% | 1.5 | 7.2% | 3.7% | -17.3% | 24.7 | -9.0% |
| O=C(Cc1c(F)cccc1Cl)Nc1nc2ccccc2s1 | 4.6%[20 µM] | i | 52 | 0.3 | i | 0.2% | 0.0 | -0.5% | -8.9% | -49.4% | 30.0 | -89.0% |
| CCc1cc(=O)oc2c3c(cc(OCC(=O)NCCC(=O)O)c12)OC(C)(C)CC3 | 16.6% | i | 72 | 0.4 | i | 0.5% | 1.1 | -0.8% | -6.2% | -4.8% | 25.9 | 8.6% |
| Cc1cc(C(=O)Nc2cnn(Cc3ccc(Cl)cc3Cl)c2)no1 | -22.6% | i | 85 | 6.7 | i | 0.5% | 1.6 | 0.5% | -7.1% | -4.0% | 27.7 | -3.9% |
| CCOc1ccc(C(=O)CSc2nnc(N)s2)cc1 | -12.5% | i | 74 | 0.3 | i | 0.4% | -3.4 | -1.7% | -7.3% | -60.5% | 48.6 | -10.1% |
| O=S(=O)(CCc1nc2ccccc2s1)c1ccc2ccccc2c1 | -1.7% | i | 44 | 0.7 | i | -0.1% | 0.9 | -0.1% | -9.5% | 3.1% | 15.5 | -4.8% |
| Cc1ccc(NC(=O)Cn2c(-c3ccc(F)cc3)cnc2SCC(=O)Nc2c(C)cccc2C)cc1 | 7.4% | i | 66 | 0.9 | i | -0.3% | -0.1 | 5.7% | 6.9% | -33.5% | 51.3 | -139.6% |
| CC1(C)CC(=O)C(C=NCc2cccnc2)=C(O)C1 | -24.1% | i | 78 | 0.9 | i | -0.1% | 9.0 | -3.9% | -3.8% | -5.7% | 38.3 | -8.9% |
| COC(=O)CCN(C(=O)c1ccc(N2CCCCC2)c([N+](=O)[O-])c1)c1ccccn1 | -4.4%[20 µM] | i | 46 | 0.3 | i | -0.1% | 1.9 | -8.0% | 0.1% | -42.3% | 62.1 | -21.4% |
| CC1(C)S[C@@H]2[C@H](NC(=O)[C@H](N)c3ccccc3)C(=O)N2[C@H]1C(=O)O | -27.9% | i | 75&47 | 3.9*! | +! | 0.0% | 1.4&-0.9 | 0.7% | -1.9% | -37.6% | 21.6&23.7 | 0.8% |
| CCOC(=O)C1=C(C(C)=O)C(c2cccnc2)C(C#N)=C(N)O1 (configuration not stated) | -6.4% | i | 28 | 1.2 | i | -0.1% | -0.6 | -0.9% | 25.0% | 6.9% | 33.4 | 4.8% |
| Cn1c(=O)n(C)c2cc(/C=N/NC(=O)c3ccc(Cl)cc3Cl)ccc21 | 11.3% | i | 58 | 0.3 | i | -0.1% | -2.1 | 0.1% | -7.9% | 12.9% | 41.7 | 6.6% |
| CC(=O)c1ccc(N2CCN(C(=O)c3ccco3)C(C)C2)c(F)c1 (configuration not stated) | 20.4% | i | 73 | 0.7 | i | -0.1% | 0.0 | -2.0% | 4.2% | -25.3% | 13.6 | -2.5% |
| COc1cccc(/C=C(/C#N)c2ccc(Cl)cc2)c1OCc1cccc(C(=O)O)c1 | -16.2% | i | 44 | 0.4 | i | 0.8% | 4.7 | -4.6% | 4.2% | 14.4% | 8.5 | -13.9% |
| COc1ccc(-c2csc3ncnc(N4CCN(c5ccccc5)CC4)c23)cc1 | 33.2% | i | 51 | 0.3 | i | 0.0% | 8.9 | 0.5% | 17.0% | 1.4% | 59.2 | 8.9% |
| CC(=O)/C(=N/Nc1ccccc1)N1CCOCC1 | -53.7% | i | 66 | 0.8 | i | 0.5% | -2.0 | -3.1% | 4.3% | -27.6% | 9.4 | -30.2% |
| O=C(NCc1ccc(Cl)cc1)C1=Cc2cc(Cl)ccc2OC1 | -11.5% | i | 49 | 1.4 | i | -0.2% | -0.1 | -2.4% | 10.1% | -2.1% | 43.5 | -5.4% |
| CN(CCc1cn[nH]c1)Cc1nc(C(c2ccccc2)c2ccccc2)no1 | -7.9%[20 µM] | i | 56 | 0.1 | i | -0.1% | 1.5 | nt | -4.2% | 8.8% | 48.8 | 10.2% |
| COc1ccc(C2SCCN2C(=O)c2ccc([N+](=O)[O-])cc2)cc1 (configuration not stated) | 3.8% | i | 45 | 0.1 | i | 0.6% | 1.8 | 3.1% | 5.0% | -21.0% | 61.4 | 5.8% |
| CCCCCCc1nc2ccccc2c(=O)n1NC(=O)c1c(O)c2c(n(CC(C)C)c1=O)CCCC2 | -14.1% | i | 80 | 2.9 | i | 0.0% | -3.3 | -2.2% | 15.5% | 44.1% | 29.7 | 15.7% |
| O=C(NC1CCN(Cc2ccc(F)cc2)CC1)c1ccccc1 | -20.7% | i | 59 | 0.5 | i | -0.1% | 0.5 | 0.0% | 6.4% | 0.0% | 8.3 | 3.9% |
| Cc1ccc(S(=O)(=O)CC2CSc3nnc(C)c(=O)n32)cc1 (configuration not stated) | 24.1% | i | 68 | 0.5 | i | -0.2% | -0.1 | -4.4% | 10.8% | -14.6% | 31.4 | -7.2% |
| CC(C)(C)c1nc(CN2CCOCC2)ccc1O | -14.7% | i | 98 | 1.4 | i | -0.2% | 5.5 | 2.5% | -9.2% | 21.8% | 21.7 | 12.1% |
| COc1cc2[nH]cc(C(=O)NCc3ccccc3)c(=O)c2cc1OC | -26.0% | i | 58 | 0.5 | i | -0.1% | 0.8 | -3.2% | -8.1% | 18.4% | 45.3 | 7.7% |
| CCOC(=O)C1(CCOC)CCN(Cc2ccc3nonc3c2)CC1 | 18.9% | i | 47 | 0.1 | i | 0.4% | -0.6 | 0.6% | 19.9% | 3.8% | 35.3 | 10.3% |
| O=C1SCCc2c1n(Cc1ccccc1)c1ccccc21 | -2.7% | i | 39 | 1.4 | i | -0.3% | 3.3 | 0.1% | -0.6% | -15.0% | 32.4 | 6.5% |
| CCCN(CCC)C(=S)NC1CC2C=CC1C2 (configuration not stated) | 17.1% | i | 46 | 0.5 | i | -0.2% | -1.5 | -1.7% | 8.2% | 1.9% | 15.4 | 29.1% |
| CCCOC1CCCN(Cc2nc(-c3cnccn3)no2)C1 (configuration not stated) | 2.8% | i | 43 | 0.4 | i | 0.0% | 2.8 | -3.2% | 2.3% | -32.7% | 42.4 | 16.5% |
| Cc1ccccc1CN1CCc2cc([N+](=O)[O-])ccc21 | -28.9% | i | 54 | nt | ? | -0.1% | 1.0 | 16.3% | 1.8% | 58.2%* | 35.1 | 4.0% |
| CCCNC(=O)CCn1c(-c2ccc(C)cc2)cc(C(=O)OCC)c1C | 7.9% | i | 74 | 1.0 | i | -0.1% | -0.7 | -2.3% | 1.6% | -0.5% | 44.2 | 10.6% |
| CCc1ccc(N2CN(Cc3cccnc3)CNC2=S)cc1 | 7.9% | i | 60 | 0.7 | i | -0.2% | -1.0 | 4.2% | 2.4% | -17.4% | 29.9 | 2.1% |
| COc1cc(C2=NOC(C(=O)Nc3ccc(C)cc3)C2)cc(OC)c1OC (configuration not stated) | 8.3% | i | 53 | 0.7 | i | 0.7% | 2.0 | 0.5% | 18.2% | -9.1% | 37.1 | 23.5% |
| Cc1ccc(NC(=O)[C@@H]2CCCN2S(=O)(=O)c2ccccc2F)cc1S(=O)(=O)N1CCOCC1 | nt | i | 45 | 0.6 | i | 0.1% | 0.4 | 4.1% | 2.2% | -24.7% | 38.5 | 0.2% |
| CC(=O)c1sc(NC(=O)c2ccc(F)cc2)nc1-c1ccccc1 | -11.7% | i | 53 | 0.5 | i | -0.6% | 2.6 | 2.9% | -9.2% | -63.0% | 23.4 | -94.3% |
| CCC(C)n1c(=O)c2sccc2n2c(CCCC(=O)N3CCC(C(N)=O)CC3)nnc12 (configuration not stated) | -6.7% | i | 67 | nt | ? | 0.9% | -1.2 | -2.3% | -10.3% | 27.4% | 53.3 | 23.0% |
| CC(C)CCC(C)NC(=O)C1CCN(S(=O)(=O)/C=C/c2ccccc2)CC1 (configuration not stated) | -19.2% | i | 57 | nt | nt | -0.1% | -0.8 | 7.3% | -12.1% | -26.6% | 19.8 | -5.6% |
| CCN1CCN(CC(=O)NC2CCCC2)C(=O)C1=O | 39.1% | i | 57 | 2.0 | i | -0.1% | -0.9 | -2.5% | 7.5% | 2.3% | 30.8 | 2.8% |
| CC(C)(C)n1nnc(CCc2nnn(C(C)(C)C)n2)n1 | 18.4% | i | 49 | 1.4 | i | 1.3% | 0.1 | -1.9% | 7.4% | -9.0% | 54.7 | 9.5% |
| Cc1cc(C)nc(NC(=O)c2ccc(C)c(C)c2)n1 | -26.8%[20 µM] | i | 75 | 0.6 | i | -0.1% | -0.4 | nt | 0.3% | -16.3% | 45.1 | 6.1% |
| COc1cc(C(=O)OCc2cc(=O)c(O)co2)ccc1OC(F)F | -25.3% | i | 56 | 0.0 | i | 0.2% | -0.6 | -8.2% | -3.6% | -1.4% | 27.0 | -12.9% |
| CC(C)N(c1ccccc1)c1ncnc(NCCC(=O)O)c1[N+](=O)[O-] | -3.9% | i | 87 | 1.1 | i | 0.1% | -2.1 | -7.7% | 24.2% | -9.9% | 19.6 | -6.7% |
